Source: PubChem
Pf growth 96h: Primary qHTS for delayed death inhibitors of the malarial parasite plastid, 96 hour incubation. P. falciparum luciferase reporter growth, 96 h. Potency, µM (doses to about 28.7 µM), without a hit: at the top dose activity change, negative = inhibition, hits mostly inhibitors. 320,000 compounds, 6.9% hits. AID 504834, 2011; also: potency is read from the fitted curve at half-maximal effect; % is scaled to controls: 0 for no effect and ±100 for the full control effect
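Parasite growth measured via integrated firefly luciferase reporter in P. falciparum. Infected erythrocytes at 2% hematocrit, 0.05% parasitemia final were treated 96 hours at 37 C under 5% CO2, and luminescence was read.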
Cycloheximide cs: Cycloheximide Counterscreen for Small Molecule Inhibitors of Shiga Toxin; 300,000 compounds, 12% hits; cell reporter, cycloheximide protein synthesis inhibition counterscreen; max response, %; AID 2314, 2010; in the data active = max response mostly above about 13%, no sharp cut-off; inactive = mostly below about 14%; also: read at 38.3 µM for the half of the compounds with a filed dose; 0% is about no effect
Giardia FBPA inh: qHTS Assay for Inhibitors of Fructose-1,6-bisphosphate Aldolase from Giardia Lamblia | purified Giardia FBPA | AID 2451, 2010 | A8B2U2 | 290,000 compounds, 0.71% hits | Potency, µM (highest dose often 59.6 µM), for inactives: top-dose activity, negative = inhibition, hits mostly inhibitors; also: potency is read from the fitted curve at half-maximal effect; % is scaled to controls: 0 for no effect and ±100 for the full control effect; nearly all actives have a fitted effect of over 55% in size
Target sequence (A8B2U2 whole entry, looked up): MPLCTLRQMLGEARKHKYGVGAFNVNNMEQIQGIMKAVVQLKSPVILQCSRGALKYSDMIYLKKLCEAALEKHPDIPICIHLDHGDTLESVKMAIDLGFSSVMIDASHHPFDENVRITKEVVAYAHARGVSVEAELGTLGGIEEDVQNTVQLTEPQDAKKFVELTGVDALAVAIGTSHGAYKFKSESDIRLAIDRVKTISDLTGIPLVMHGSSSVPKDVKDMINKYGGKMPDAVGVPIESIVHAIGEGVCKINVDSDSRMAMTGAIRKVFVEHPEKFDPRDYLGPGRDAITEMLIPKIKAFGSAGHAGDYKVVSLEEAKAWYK
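40 nM FBPA preincubated 10 min at RT with compound (up to 57.5 uM final), then substrate plus GAPDH/TPI/NAD/arsenate coupling and diaphorase/resazurin added. Fluorescence read after 20 min at RT, 525/598 nm.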
Sm TGR inh: qHTS Assay for the Inhibitors of Schistosoma Mansoni Peroxiredoxins | purified TGR, DTNB reduction, TNB absorbance 405 nm | Potency, µM (highest dose often 114 µM), for inactives: at the top dose activity change, negative = inhibition, most hits filed as inhibitors | AID 485364, 2010 | 360,000 compounds, 3% hits | Schistosoma mansoni thioredoxin glutathione reductase (TGR), Q962Y6; also: potency is read from the fitted curve at half-maximal effect; % is scaled to controls: 0 for no effect and ±100 for the full control effect; nearly all actives have a fitted effect of over 60% in size
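First, TGR (20 nM dispensed) and NADPH were mixed with compound. Second, a 15 min room-temperature incubation followed. Third, further NADPH and then DTNB were added to start the reaction. Finally, TNB absorbance was monitored kinetically.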
Shiga inhibitor: A qHTS for Small Molecule Inhibitors of Shiga Toxin. inhibition, % at 38.7 µM. Vero cells, Shiga toxin protein synthesis inhibition reporter. 290,000 compounds, 9.2% hits; in the data active = inhibition mostly above about 28%, no sharp cut-off; inactive = mostly below about 43%; also: 0% is about no effect
Pf growth 48h: Primary qHTS for delayed death inhibitors of the malarial parasite plastid, 48 hour incubation; P. falciparum luciferase growth in erythrocytes, 48 h; AID 504832, 2011; Potency, µM (top dose mostly 28.7 µM), for inactives: at the top dose activity change, negative = inhibition, usual class: inhibitors; 310,000 compounds, 5.9% hits; also: potency is read from the fitted curve at half-maximal effect; % is scaled to controls: 0 for no effect and ±100 for the full control effect
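Luciferase-expressing P. falciparum in infected erythrocytes (2% hematocrit, 0.1% parasitemia final) in RPMI 1640/0.5% Albumax were exposed to compound for 48 hours at 37 C, 5% CO2; growth read as luminescence.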
* hit, by the source's call; ? = inconclusive; . = no result given; & = joins results of further samples; [ ] = dose if it differs, or a comment. Unless noted, calls follow the shape of the dose curve; as a rule, active = well fitted curve in the direction sought with a large enough effect; inconclusive = small, poorly fitted or top-dose-only effect, or another doubt; inactive = no such curve, though single readings can be large; an effect the other way counts as inactive or inconclusive.

Fields – Pf growth 96h	Cycloheximide cs	Giardia FBPA inh	Sm TGR inh	Shiga inhibitor	Pf growth 48h
- COc1cccc(C2CC(=O)Nc3cc4c(cc32)OCCO4)c1OC(C)C (configuration not stated)
  97%	1	-6%	4%	-6	?
- Cc1csc(NC(=O)c2nc3nccc(C)n3n2)n1
  .	18*	?	-31%	72*	152%[activator]
- CCCc1nnc(NC(=O)C2CC(=O)N(C3CCCC3)C2)s1 (configuration not stated)
  9%	-2	4%	-3%	-12	-4%
- COc1ccccc1-c1cc(C(F)(F)F)nc(N2CCN(c3ccccc3)CC2)n1
  ?	1	1%	-27%	-5	18%
- Cc1noc(C)c1COc1ccc(C(=O)OC(C)C(=O)Nc2ccc(S(=O)(=O)N3CCOCC3)cc2)cc1 (configuration not stated)
  -7%	-4	3%	1%	3	?
- COc1ccc(CN(C(=O)/C=C/c2ccccc2Cl)C2CCS(=O)(=O)C2)cc1 (configuration not stated)
  -4%	34*	12%	9%	54	0%
- CCOCC(=O)Nc1cccc(NC(C)=O)c1
  ?	-2	0%	8%	7	2%
- Cc1ccc(CC(=O)NCc2ccc(Cl)cc2)cc1
  -19%	10	6%	-14%	2	18%
- CCOC(=O)[C@@H]1[C@H]2COc3ccccc3[C@H]2N2C(=O)N(c3ccc(OC)cc3)C(=O)[C@]12C
  ?	-2	-9%	-21%	-6	-15%
- Cc1nc2sc(C(c3cccc(F)c3)N3CCCC(C)C3)c(O)n2n1 (configuration not stated)
  38%	-5	1%	-5%	-13	-2%
- Cc1cccc2sc(NC(=O)C3CCN(S(=O)(=O)c4cc([N+](=O)[O-])ccc4Cl)CC3)nc12
  ?	17	-20%	-34%	12	-20%
- COc1ccc(Cl)cc1NC(=S)NCCc1ccc(F)cc1
  81%[activator]	5	3%	?	15	-26%
- COc1ccc(NC(=O)c2cc3ccccc3o2)cc1OC
  ?	45*	-12%	?	62*	18%
- O=[N+]([O-])c1cccc(S(=O)(=O)NCCCN2CCOCC2)c1
  -6%	3	-7%	4%	5	21%
- O=C1OC(/C(=C\NCc2ccccc2)[N+](=O)[O-])c2ccccc21 (configuration not stated)
  -10%	0	1%	-16%	34	?
- O=c1c2ccccc2ncn1CCOCCOc1cccc(Br)c1
  -25%	-5	-23%	-7%	-6	-3%
- CON(C)S(=O)(=O)c1ccc2c(c1)NC(=O)C1CCCN21 (configuration not stated)
  ?	-2	0%	13µM*	-5	?
- CCN(CC)C(=O)c1cc2c(=O)oc3ccccc3c2s1
  6%	27*	-6%	4%	34*	19%
- CCOC(=O)CSc1nc2ccc(C)cc2n2cnnc12
  -5%	7	-13%	-18%	10	?
- O=C(c1cccs1)c1coc2ccc(O)c(CN3CCOCC3)c12
  -9%	11	3%	-10%	-4	-24%

New compounds follow
Fields – Pf growth 96h	Cycloheximide cs	Giardia FBPA inh	Sm TGR inh	Shiga inhibitor	Pf growth 48h
- O=C1/C(=C/c2coc3ccc(O)cc3c2=O)SC(=S)N1c1ccccc1
  75%[activator]	-3	2%	-28%	-2	7%
- O=C(CC(SCCO)c1ccc2c(c1)OCO2)c1cccs1 (configuration not stated)
  ?	29*	2%	-4%	59	58%[activator]
- O=C(c1ccc([N+](=O)[O-])s1)N1CCN(c2ccccc2)CC1
  ?	-3	4%	?	14	-33%
- CC(C)Cc1cc(C(=O)NCCc2ccccc2)no1
  -17%	53*	-8%	-3%	87*	186%[activator]
- CCOC(=O)c1c(N)n(Cc2ccccc2)c2nc3ccccc3nc12
  .	-4	-4%	0%	13	9.3µM*
- CC(=O)Nc1ccc2nc(C3CC3)n(Cc3ccc(Cl)cc3)c(=O)c2c1
  36%	23*	3%	5%	49*	127%[activator]
- O=C(O)c1cc(NS(=O)(=O)c2ccc(NC3CCCCC3)c([N+](=O)[O-])c2)cc(C(=O)O)c1
  .	1	18%	5%	16	9%
- CCOC(=O)CCc1c(C)n[nH]c1C
  -4%	-2	2%	2%	20	28%
- COc1ccc(S(=O)(=O)N2CCOCC2)cc1NC(=O)COc1ccc(C(C)=O)cc1OC
  8%	.	.	-6%	.	-25%
- CCOC(=O)c1ccc(S(=O)(=O)Nc2cc(C(C)(C)C)no2)cc1
  47%[activator]	-5	28%	0%	11	2%
- COc1ccc(N2CCN(S(=O)(=O)CCNC(=O)/C=C/c3ccccc3)CC2)cc1
  16%	.	.	3%	.	9%
- Cc1ccc(Cn2c(SCC(N)=O)nc3c2c(=O)n(C)c(=O)n3C)cc1
  .	1	9%	5%	9	2%
- O=C(Cc1ccccc1)Nc1scc(-c2ccccc2)c1C(=O)N1CCOCC1
  ?	2	-1%	-6%	17	.
- CCC1SC(C)C/C(=N/NC(N)=O)C1C (configuration not stated)
  13%	35*	-4%	3%	17	10%
- COc1ccccc1NC(=O)C1CCCN(S(=O)(=O)c2cccc3nsnc23)C1 (configuration not stated)
  3.3µM*	-6	-10%	-11%	-11	.
- CCOc1ccc(CN2CCN(Cc3nc(C(C)C)cs3)CC2CCO)cc1 (configuration not stated)
  ?	-3	4%	-2%	-11	?
- C=CCN1CN(CCc2ccccc2)CNC1=S
  -15%	-3	0%	5%	-6	-12%
- CCCCn1c(=S)[nH]c2c(oc3ccc(Cl)cc32)c1=O
  ?	0	2%	-4%	-3	11%
- O=C1NC(=O)N(c2ccc(Cl)cc2)C(=O)/C1=C/c1coc2ccc(O)cc2c1=O
  25%	6	-4%	1µM*	6	0%
- CCC(c1nnnn1C1CCCC1)N(Cc1cccs1)Cc1cc2cccc(C)c2[nH]c1=O (configuration not stated)
  3%	-3	-3%	3%	-9	10µM*

An excerpt from above in order of formula weight, descending:
Fields – Pf growth 96h	Cycloheximide cs	Giardia FBPA inh	Sm TGR inh	Shiga inhibitor	Pf growth 48h
- Cc1ccc(Cn2c(SCC(N)=O)nc3c2c(=O)n(C)c(=O)n3C)cc1
  .	1	9%	5%	9	2%
- CC(=O)Nc1ccc2nc(C3CC3)n(Cc3ccc(Cl)cc3)c(=O)c2c1
  36%	23*	3%	5%	49*	127%[activator]
- CCCCn1c(=S)[nH]c2c(oc3ccc(Cl)cc32)c1=O
  ?	0	2%	-4%	-3	11%
- CC(C)Cc1cc(C(=O)NCCc2ccccc2)no1
  -17%	53*	-8%	-3%	87*	186%[activator]

Additional records follow.
Fields – Pf growth 96h	Cycloheximide cs	Giardia FBPA inh	Sm TGR inh	Shiga inhibitor	Pf growth 48h
- COc1ccc([C@@H]2CC(=O)c3c(O)cc(O[C@@H]4O[C@H](CO[C@@H]5O[C@@H](C)[C@H](O)[C@@H](O)[C@H]5O)[C@@H](O)[C@H](O)[C@H]4O)cc3O2)cc1O
  67%[activator]	1	17%	6%	5	9%
- CCCCN(C(=O)c1cccc(N2C(=O)c3ccccc3C2=O)c1)c1c(N)n(CC(C)C)c(=O)[nH]c1=O
  ?	.	.	-12%	.	?
- COCCNC(=O)C(c1ccc(F)cc1)N(Cc1ccco1)C(=O)CCC(=O)Nc1nccs1 (configuration not stated)
  -3%	-2	1%	-25%	22	-5%
- Cc1ccc(-c2nnc(OCCN3CCOCC3)c3ccccc23)cc1
  -12%	-4	2%	-16%	-11	-18%
- COc1cccc(C(=O)N(Cc2ccco2)c2c(N)n(Cc3ccccc3)c(=O)[nH]c2=O)c1
  ?	.	.	45µM*	.	-28%
- COc1ccc(C2N(c3ccc(F)cc3)C(=O)C3CCCN32)cc1 (configuration not stated)
  -29%	-1	1%	-12%	30	.
- CC(=O)N1c2ccccc2C(C)(C)C2CCC(C)CC21 (configuration not stated)
  9%	7	-21%	17%	-10	?
- O=C(CN1CCN(c2ccccc2F)CC1)NCc1ccc(Cl)cc1
  -6%	-3	6%	0%	-9	15%
- CC12CCC(=O)N1C(C(=O)OCc1c(Cl)cccc1Cl)CS2 (configuration not stated)
  18%	-8	7%	3%	-4	4%
- O=C(NCC(=O)N(c1ccc(F)cc1)C(C(=O)NC1CCCCC1)c1ccncc1)c1ccco1 (configuration not stated)
  7%	-6	3%	-1%	3	?
- CCOc1cc(/C=N/n2cnnc2)ccc1O
  15%	-2	8%	1%	-3	17%
- CN(C)C(=O)CCC(=O)N(C)CC1CCCN(CCc2ccc(F)cc2)C1 (configuration not stated)
  ?	-2	9%	4%	1	23%
- Cc1nc2ccc(NC(=O)c3ccc([N+](=O)[O-])cc3[N+](=O)[O-])cc2s1
  ?	13	-14%	-1%	27	?
- CCCCC1=CC2=CC(=O)C(C)(OC(=O)CCc3ccccc3)C(=O)C2=CO1 (configuration not stated)
  27%	-3	0%&-24%	45µM*	-4	33%[activator]
- CCn1c(=O)n(CC(=O)N2CC(C)CC(C)C2)c(=O)c2ccccc21 (configuration not stated)
  0%	-4	4%	0%	-16	-1%
- CC(=O)c1ccc(NS(=O)(=O)Cc2ccccc2)cc1
  ?	-3	13%	0%	-13	23%
- COc1ccccc1C(=O)NCCC(=O)NNC(=O)C1COc2ccccc2O1 (configuration not stated)
  18%	.	.	8%	.	36%[activator]
- CCCc1cc(=O)[nH]c(SCC(=O)Nc2cc3c(cc2C(C)=O)OCO3)n1
  -15%	11	-6%	10%	7	13%
- O=C(NC1CC1)C1CCN(Cc2cnn(-c3ccccc3)c2-n2cccc2)CC1
  ?	-6	0%	4%	6	.
- CC1(C)Cc2c(sc(NC(=O)C(=O)N3CCCC3)c2C(=O)O)CO1
  7%	1	.	-28%	6	2%

Next part.
Fields – Pf growth 96h	Cycloheximide cs	Giardia FBPA inh	Sm TGR inh	Shiga inhibitor	Pf growth 48h
- O=C(COC(=O)CCCNC(=O)c1ccc(Cl)cc1)NCc1ccccc1Cl
  .	11	1%	7%	2	-13%
- C/C(=N/NC(=O)CNC(=O)C1COc2ccccc2O1)c1ccc([N+](=O)[O-])cc1 (configuration not stated)
  26%	-2	3%	-2%	-8	15%
- C=CCNC(=S)NCc1ccc(CNC(=S)NCC=C)cc1
  -24%	-4	4%	0%	6	0%
- O=C1C2CC=C(Cl)CC2C(=O)N1CC1OCCc2ccccc21 (configuration not stated)
  .	8	-15%	79µM*	-13	-7%
- Cc1ccc(C(=O)Nc2cc3c(oc2=O)CCCC3=O)cc1
  226%[activator]	45*	2%	-16%	75*	102%[activator]
- CCCn1nc(C(=O)Nc2ccc3nc(N4CCOCC4)sc3c2)ccc1=O
  ?	.	.	-7%	.	?
- COc1ccc(C(=O)Nc2ccc(NC(=O)c3cccc(F)c3)cn2)cc1
  ?	-2	?	2%	15	?
- Cc1cc2ccccc2c(=O)n1CC(=O)NCC(=O)N1CCN(c2ccccc2F)CC1
  ?	-2	6%	16%	3	4%
- FC(F)(F)c1cnc(-c2cnc(-c3ccncc3)nc2)c(Cl)c1
  107%[activator]	20*	2%	0%	20	59%[activator]
- COCCN(C(=O)COc1ccccc1C#N)c1c(N)n(Cc2ccccc2)c(=O)[nH]c1=O
  ?	.	.	-5%	.	4%
